Compound activity: PubChem, Sanford-Burnham Center for Chemical Genomics
APJ antag: blocks the human apelin receptor APJ; P35414; CHO-K1 APJ beta-arrestin complementation, luminescence; inhibition, % at 20 µM; actives 0.32% (n = 330,000); AID 2521;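 active = inhibition above about 40% at 20 µM, limit read from the data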;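 also: cells challenged with 10 nM apelin-13 agonist together with compound; plate controls were apelin-13 plus DMSO wells for no effect and DMSO wells lacking apelin-13 for full effect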
XBP1 UPR activ: activators of adaptive arm of unfolded protein response (XBP1); CHO-XBP1 luciferase reporter, IRE1-XBP1 UPR activation, luminescence; percent of tunicamycin response, DMSO as zero; activation, % at 20 µM; actives 0.33% (n = 330,000); AID 463104;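 active = versus positive control, 20 µM dose yields 30% or more activation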;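 also: 100% = tunicamycin at 10 µg/mL and 0% = DMSO only wells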
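Signal: luciferase luminescence; Assay system: CHO-XBP1 luciferase reporter cells; Amount: one thousand reporter cells per well; Dosing: 20 µM single concentration, DMSO 1%; Benchmarks: high control tunicamycin 10 µg/mL final, low control DMSO vehicle only; Schedule: 6 h compound exposure at 37 °C, 5% CO2; Evaluation: percent activation relative to tunicamycin reference.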
tim23-1 inh: inhibits growth of tim23-1 mutant yeast; inhibition, % at 20 µM; actives 1.3% (n = 330,000); AID 463212; S. cerevisiae tim23-1 growth, BacTiter-Glo luminescence, 24 h;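 active = growth inhibition of the mutant yeast at or above 50%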;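 also: temperature-sensitive mutant grown at 25 °C; plate controls were DMSO-treated mutant yeast for no effect and medium wells lacking yeast for full effect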
Mdm2-MdmX inh: inhibitors of human Mdm2/MdmX interaction | SaOS-2 split-luciferase Mdm2/MdmX complementation, luminescence | AID 485346 | O15151+Q00987 | inhibition, % at 8 µM | actives 3% (n = 330,000);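 active = inhibition of at least 50% at 8 µM in the primary screen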
Target sequence (O15151 whole entry, looked up): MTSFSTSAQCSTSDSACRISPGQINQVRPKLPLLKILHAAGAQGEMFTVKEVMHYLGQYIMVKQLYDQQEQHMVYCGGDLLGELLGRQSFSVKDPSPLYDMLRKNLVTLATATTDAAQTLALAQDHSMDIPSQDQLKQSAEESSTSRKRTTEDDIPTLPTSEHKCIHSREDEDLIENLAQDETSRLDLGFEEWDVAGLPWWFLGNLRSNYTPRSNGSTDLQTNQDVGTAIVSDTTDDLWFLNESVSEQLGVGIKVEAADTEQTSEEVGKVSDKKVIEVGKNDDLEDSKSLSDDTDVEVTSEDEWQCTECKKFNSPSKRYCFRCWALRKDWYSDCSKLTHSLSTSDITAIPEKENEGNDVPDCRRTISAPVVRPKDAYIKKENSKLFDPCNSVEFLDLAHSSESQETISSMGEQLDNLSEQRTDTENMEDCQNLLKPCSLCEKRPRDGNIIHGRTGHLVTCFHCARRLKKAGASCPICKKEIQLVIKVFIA
Target sequence (Q00987 whole entry, looked up): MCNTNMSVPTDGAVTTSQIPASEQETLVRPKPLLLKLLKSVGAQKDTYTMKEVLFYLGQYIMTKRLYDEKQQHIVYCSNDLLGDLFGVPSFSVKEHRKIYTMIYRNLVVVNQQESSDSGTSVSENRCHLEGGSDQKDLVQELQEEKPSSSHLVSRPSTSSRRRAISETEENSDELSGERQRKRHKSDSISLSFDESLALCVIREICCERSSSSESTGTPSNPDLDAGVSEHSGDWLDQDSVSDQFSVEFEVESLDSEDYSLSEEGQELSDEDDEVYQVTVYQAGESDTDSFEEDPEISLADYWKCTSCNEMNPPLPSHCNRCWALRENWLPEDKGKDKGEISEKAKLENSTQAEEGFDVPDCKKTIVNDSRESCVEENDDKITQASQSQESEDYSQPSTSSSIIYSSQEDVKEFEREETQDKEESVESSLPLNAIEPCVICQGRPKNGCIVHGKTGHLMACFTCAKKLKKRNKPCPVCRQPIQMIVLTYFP
CXCR6 block: blocks human CXCR6 beta-arrestin recruitment; CHO-K1 PathHunter CXCR6 beta-arrestin, luminescence; inhibition, % at 20 µM; actives 0.36% (n = 360,000); AID 602244; in the data active = inhibition above about 34%, passing the limit was not always enough;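 also: antagonist mode with CXCL16 agonist at 10 nM final; 0% = 10 nM CXCL16 with DMSO and 100% = unstimulated wells without agonist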
APJ agonist: agonists of human APJ apelin receptor; P35414; AID 2520; actives 0.11% (n = 330,000); activation, % at 20 µM; CHO-K1 APJ PathHunter beta-arrestin, luminescence; 0% DMSO wells, 100% apelin;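 active = activation more than six SD over the plate average, tested at 20 µM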;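 also: 0% = DMSO alone and 100% = apelin-13 at 10 nM; some results filed as inactive read as strong as hits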
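Test system: CHO-K1 APJ beta-arrestin complementation cell line. Amount: cell density 1000 per well. Controls: DMSO negative, 10 nM Apelin-13 positive. Signal: luminescent beta-gal fragment complementation, chemiluminescent substrate. Read-out basis: agonist-driven arrestin binding to APJ. Timing: compound stimulation 90 min at 25 °C, detection 60 min.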
TIM10 inh: growth inhibitors of TIM10 yeast strain. S. cerevisiae TIM10 strain growth, BacTiter-Glo luminescence, 24 h. inhibition, % at 10 µM. actives 1.4% (n = 330,000). AID 463195;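 active = inhibition of 40% or more at the single tested concentration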;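 also: wild-type TIM10 isogenic control strain grown at permissive 25 °C; 0% = DMSO yeast wells and 100% = minimal medium wells without yeast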
UPR CHOP act: apoptotic UPR (CHOP) activation; CHO-CHOP luciferase reporter, luminescence; percent of tunicamycin response over DMSO baseline; activation, % at 10 µM; actives 0.34% (n = 330,000);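 active = at 10 µM dose, activation of 40% or more, normalized to positive control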;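 also: 100% = tunicamycin at 10 µg/mL and 0% = DMSO alone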
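System: CHO-CHOP luciferase reporter cell line | Buffer or medium: F12 medium containing 10% fetal bovine serum | Doses: One dose, 10 µM in 0.5% DMSO | Times: 6 h compound exposure at 37 °C after overnight seeding | Signal: Luciferase luminescence | Read-out: % activation vs tunicamycin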
tim10-1 inh: inhibits growth of tim10-1 mutant yeast | S. cerevisiae tim10-1 ts strain growth, BacTiter-Glo, 24 h | actives 2.2% (n = 330,000) | inhibition, % at 20 µM | AID 463190;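 active = inhibition of at least 40%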;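 also: mutant grown at 25 °C; 0% = DMSO wells with yeast and 100% = wells holding no yeast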
Numbers without * were called inactive; nt = not tested or not shown. Some of the compounds tested; the hit share may differ from the screen's.

A first look (4 entries):
SMILES	APJ antag	XBP1 UPR activ	tim23-1 inh	Mdm2-MdmX inh	CXCR6 block	APJ agonist	TIM10 inh	UPR CHOP act	tim10-1 inh
COCC1CCN(C(=O)c2ccc3oc(Cc4ccc(Cl)cc4)nc3c2)C1 (stereo not given)	9	0	21	2	6	4	10	3.2	22
CCNC(=S)SCCOc1ccc(C)cc1	28	1	18	-1	11	-6	-3	-1.0	-3
NNC(=O)CN(CCc1ccccc1)S(=O)(=O)c1ccc(Cl)cc1	-18	-4	28	-11	-3	-1	7	-2.6	35
CCSc1nnc(NC(=O)CSc2nccn2-c2cccc(C)c2)s1	11	1	39	24	6	-1	12	0.0	30

All compounds of this part, repeating the preview:
SMILES	APJ antag	XBP1 UPR activ	tim23-1 inh	Mdm2-MdmX inh	CXCR6 block	APJ agonist	TIM10 inh	UPR CHOP act	tim10-1 inh
COCC1CCN(C(=O)c2ccc3oc(Cc4ccc(Cl)cc4)nc3c2)C1 (stereo not given)	9	0	21	2	6	4	10	3.2	22
CCNC(=S)SCCOc1ccc(C)cc1	28	1	18	-1	11	-6	-3	-1.0	-3
NNC(=O)CN(CCc1ccccc1)S(=O)(=O)c1ccc(Cl)cc1	-18	-4	28	-11	-3	-1	7	-2.6	35
CCSc1nnc(NC(=O)CSc2nccn2-c2cccc(C)c2)s1	11	1	39	24	6	-1	12	0.0	30
c1ccc(-c2c[nH]c3[n+]2CCCCC3)cc1	2	-3	0	-4	-2	3	-17	0.3	-6
O=C(C1CCN(c2nnc(-n3cccc3)s2)CC1)N1CCN(Cc2ccc3c(c2)OCO3)CC1	-2	0	13	-8	1	1	1	1.7	13
COc1ccc(NC(=O)CCC(=O)N(Cc2ccc(OC)c(OC)c2)c2nccs2)cc1	-6	-2	6	6	-1	-3	19	0.2	2
Cc1cc(C)cc(NC(=O)Cn2ncn3c(cc4ccccc43)c2=O)c1	5	-1	-3	17	5	1	-17	-0.9	-18
COC(=O)C1=C(C(=O)OC)[C@@H]2N(Cc3ccccc3)c3ccccc3[C@@]23C[C@@H](C(=O)OC)N=C3N1	4	-1	0	7	-11	0	2	1.5	-15
COc1cccc(NC(=S)NC(=O)/C=C/c2ccco2)c1	-7	2	43	41	6	2	24	5.4	13
CCn1c(-c2ccc(C(C)(C)C)cc2)n[nH]c1=S	19	3	20	3	13	-1	25	-3.8	38
COc1ccc(NS(=O)(=O)c2cccc(C(=O)NN=Cc3ccc(OC)c(O)c3)c2)cc1	-3	-2	11	-3	4	2	7	0.9	3
C=CCOc1c(CCC)cc(CCC)cc1C(N)=O	-3	-4	12	-2	-6	0	-30	-2.0	-25
COc1ccc(Br)cc1/C=N/Nc1cccc(C(=O)O)c1	1	-2	25	-4	-4	-1	1	2.4	6
CCc1ccc(NC(=O)CSc2nc3n[nH]c(C)c3c(=N)n2-c2cccc(OC)c2)cc1	18	14	31	66*	2	3	16	11	13
O=C(CCNS(=O)(=O)c1cccc2nonc12)NC1CCCCCC1	-9	-3	7	16	2	-5	5	-3.1	8
O=C(CCS(=O)(=O)c1ccc(F)cc1)Nc1nc(-c2ccccn2)cs1	-12	-3	15	69*	-9	4	-20	0.4	20
Cc1ccc(N2CC(C(=O)Nc3ccccc3C(=O)NC3CCCCC3)CC2=O)cc1C (stereo not given)	2	-3	21	-2	0	-3	-15	-1.7	32
COc1cc(CN2CCNC(=O)C2CC(=O)N(C)Cc2cccnc2)cc(OC)c1 (stereo not given)	9	1	10	-1	-12	-1	-13	-1.7	14
Cc1nn(C(=O)CCCC(=O)NCc2ccccc2)c2ccccc12	15	-8	13	29	3	-4	-6	5.0	22
CC(C)C[C@H](NC(=O)C1CC(=O)N(c2ccc3c(c2)OCO3)C1)C(=O)NC1CCCC1 (stereo not given in full)	4	-2	-2	13	4	-4	-2	0.8	1
CCn1c(NCc2cccs2)nc2ccccc21	-5	1	10	-8	3	1	-1	-1.1	2
COc1ccc(CNC(=O)Cn2c(=O)n(CCC(=O)N3CCCCC3)c(=O)c3sccc32)cc1	13	-5	7	9	-2	1	7	1.7	11
O=C(/C=C/Nc1ccc(Oc2ccccc2)cc1)c1ccco1	-6	-4	17	-260	-3	2	2	2.1	16
CC(C)Oc1c(Cl)cc(CNC(C)(C)CO)cc1Cl	0	-3	9	-4	7	-7	1	-0.7	3
O=C(CSc1nccc(=O)[nH]1)N1CCN(c2ccccc2)CC1	12	-3	2	0	-3	0	-1	-2.1	7
CCc1cc(=O)oc2c3c(cc(OCC(=O)NCCN4CCOCC4)c12)OC(C)(C)CC3	0	-2	-11	7	-1	-2	-1	-0.5	-19
O=[N+]([O-])c1ccc(N2CCN(c3ccc([N+](=O)[O-])cc3CO)CC2)c(CO)c1	17	1	-3	0	0	4	9	4.3	-6
Cc1ccc(CNC(=O)COC(=O)Cc2ccc(-c3ccccc3)cc2)cc1	-30	0	8	-12	0	-3	-10	1.0	28
CS(=O)(=O)c1ccc2nc(NC(=O)c3ccc(Cn4cc(Br)cn4)o3)sc2c1	13	-2	4	10	-6	1	12	1.1	2
Cc1cc(=O)n2[nH]nnc2n1	-1	-1	7	3	-3	-2	4	1.1	13
CCC(=O)Nc1ccccc1C(=O)C(=O)Nc1ccccc1	-9	3	10	-8	-1	-6	-2	-0.8	23
Cc1oc(-c2ccccc2)cc1C(N)=O	3	2	10	-20	0	0	7	-0.8	14
Cc1noc(C)c1S(=O)(=O)N1CCC(C(=O)O)CC1	-4	2	8	-10	5	-1	-2	-1.1	0
Cc1sc2nc(C3CC3)nc(SCC(=O)N3CC(=O)Nc4ccccc43)c2c1C	6	3	4	36	-5	3	5	-0.7	-1
CC(=O)c1ccc(OCC(O)CN2CCC(C)CC2)cc1 (stereo not given)	-2	2	-6	-29	-6	1	8	-1.7	5
Cc1cccc(NC(=O)CSCc2cc(=O)n3nc(C4CC4)sc3n2)c1	17	-5	16	23	4	0	-10	1.3	18
O=C1C(=O)N(CCN2CCOCC2)C(c2ccc([N+](=O)[O-])cc2)/C1=C(/O)c1ccc2c(c1)OCO2 (stereo not given)	1	-2	-10	0	-2	2	-8	1.9	3
CCOc1ncccc1C(=O)N1CCN(S(=O)(=O)c2ccccc2)CC1	12	-3	12	25	-2	-1	-1	-0.5	13
Cc1ccccc1C(=O)N1CCN(c2nc(N3CCOCC3)nc(N3CCOCC3)n2)CC1	-4	-3	-1	25	2	-2	13	0.4	16
Cc1nc(N2CCC(C)CC2)c2c(C)c(C(=O)Nc3ccc4c(c3)OCCO4)sc2n1	-15	3	40	30	3	-1	17	-0.2	42*
O=C(Nc1ccc(N2CCN(C(=O)c3ccco3)CC2)cc1)c1cccnc1Cl	-14	0	-1	17	-2	-4	6	0.3	4
COc1ccc(OC)c(-n2c(SCC(=O)NCC3CCCO3)nc3ccccc3c2=O)c1 (stereo not given)	5	-2	5	-4	-4	-1	9	-1.1	3
C/C(CC(=O)N1CCN(C=O)CC1)=N\NC(=O)c1ccc([N+](=O)[O-])cc1	-3	1	3	15	-2	0	-1	0.3	5
Cc1cccc(C)c1NC(=S)N1CCCN(C)CC1	0	-3	-1	21	4	-1	8	2.3	3
Cc1cccc(-c2cccc(NC(=O)C3CCCN(C(=O)c4csc(C)n4)C3)c2)c1 (stereo not given)	-2	2	31	-4	-4	-2	1	4.4	29
Oc1ccc(Nc2ccnc3cc(Cl)ccc23)cc1	-15	2	2	23	-13	2	-5	0.3	9
O=C(N/N=C/c1coc2ccccc2c1=O)c1ccncc1	9	-4	30	37	-8	-6	3	-1.2	3
Nc1nc2c(s1)CCc1ccccc1-2	-30	-1	18	-1	-9	0	18	3.4	8
CC(NS(=O)(=O)c1ccc2ccccc2c1)c1ccccn1 (stereo not given)	-3	-2	22	21	-7	-5	15	-0.6	8
Next part:
SMILES	APJ antag	XBP1 UPR activ	tim23-1 inh	Mdm2-MdmX inh	CXCR6 block	APJ agonist	TIM10 inh	UPR CHOP act	tim10-1 inh
Cc1ccc(N(CC(=O)NCCSCc2ccco2)S(C)(=O)=O)cc1	-1	-4	17	4	-7	-1	17	-1.4	20
COc1ccc([N+](=O)[O-])cc1-c1[nH]c(-c2ccc(C(=O)O)cc2)nc1-c1ccccc1	12	-2	2	-12	5	0	-4	-0.7	9
COC(=O)Cc1c(CSc2ccccc2)oc2ccc(O)c(CN(C)C)c12	9	-2	18	12	1	-4	23	-2.1	36
COc1ccc(NC(=O)c2c(Cl)nc3ccccn23)cc1	-10	8	24	-56	-6	-2	22	5.0	20
O=C(O)c1cccc(-n2cccc2/C=C2/NC(=O)N(Cc3ccccc3F)C2=O)c1	9	1	3	8	2	-2	12	-1.4	4
COC(=O)Cc1ccc(N(Cc2ccccc2F)S(=O)(=O)c2ccc(Br)cc2)cc1	8	0	17	-55	-4	-2	8	-3.1	26
CCc1ccc(N(CC(=O)NC2CCCC2)C(=O)CCC(=O)Nc2ccccn2)cc1	-29	-1	2	-9	-6	0	3	0.7	13
O=C1C2CCCN2c2ccc(S(=O)(=O)N3CCOCC3)cc2N1Cc1cccc(C(F)(F)F)c1 (stereo not given)	10	1	13	33	nt	-2	6	-1.3	15
O=S(=O)(Nc1ccc(N2CCCCC2)cc1)c1ccc(F)cc1	-2	2	15	28	-6	4	4	-0.8	-2
O=S(=O)(CC(O)COc1ccc(Br)cc1)c1ccccc1 (stereo not given)	19	0	4	10	-4	-4	7	-1.8	4
Cc1ccccc1OCC(=O)NNC(=S)NC(=O)c1ccccc1[N+](=O)[O-]	20	-2	34	37	17	-3	15	-0.1	42*
O=C(NCc1ccco1)/C(=C\C=C\c1ccccc1)NC(=O)c1ccccc1Br	-5	5	34	-6	-6	2	17	0.8	37
CCOC(=O)C1CCN(C(=O)c2ccccc2NS(=O)(=O)c2cc(C)ccc2C)CC1	2	-2	41	18	6	-1	14	-0.7	24
Cc1oc2cc(O)ccc2c(=O)c1Oc1ccccc1	15	-5	12	11	0	1	-2	-0.8	0
CN1CCc2c(OCC(=O)N3N=C(c4cccs4)CC3c3ccc(F)cc3)cccc2C1=O (stereo not given)	-4	0	43	29	13	3	40	1.8	30
Brc1ccc(-c2csc(N3CCOCC3)n2)cc1	15	-2	11	-132	-5	-2	16	3.1	9
CCOc1ccc2c(c1)sc(=NC(=O)C1CC1)n2C	-17	-1	22	-90	-6	2	-9	6.3	-6
Cc1sc2ncnc(N3CCC(C(=O)N(CC(C)C)c4nc5ccccc5s4)CC3)c2c1C	-1	-4	6	27	3	4	15	2.1	21
COC(=O)c1c(NC(=O)C2CCCCC2C(=O)O)sc2c1CCCCC2 (stereo not given)	17	1	37	-44	2	-3	22	1.0	14
COc1ccc2cc(C(=O)Nc3ccc(O)cc3)sc(=O)c2c1OC	-6	-1	-9	3	5	-3	4	1.0	6
COc1cc(C(=O)O/N=C(\N)c2ccccn2)cc(OC)c1OC	-2	6	15	67*	-6	10	16	3.3	0
O=C(/C=C/c1cccc(F)c1)NCCCn1ccnc1	7	-6	-3	15	3	0	-9	-2.3	10
